# From PubChem
# KB-3-1 tox – kills parental KB-3-1 adenocarcinoma cells; KB-3-1 viability, CellTiter-Glo ATP luminescence, 72 h; Potency, µM (doses to about 46.1 µM), for inactives: at the top dose activity change, negative = cytotoxic, actives largely listed as cytotoxic; 400,000 compounds, 1.4% hits; AID 1347075; further: potency means the concentration at half of the fitted maximal effect; on the % scale 0 is the no-effect control and ±100 the full control effect; nearly all actives have a fitted effect of over 60% in size
#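 Parental KB-3-1 adenocarcinoma cells in phenol-red-free DMEM with 10% FBS were pin-treated with compounds at several concentrations, incubated 72 h at 37 °C, and viability read by CellTiter-Glo luminescence; concentration-effect curves were fitted after normalization.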
# HepG2 viability – kills HepG2 cells in TGF-b inhibitor counter-screen. 410,000 compounds, 0.76% hits. AID 588856. Potency, µM (titrated, usually from 46.1 µM), for the others: top-dose activity change, negative = cytotoxicity, most hits filed as cytotoxic. HepG2 CAGA-GFP viability, ATP luminescence, 18 h; further: potency means the concentration at half of the fitted maximal effect; some results filed as inactive show a strong effect at the top dose
#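 HepG2 CAGA-GFP cells (1000/well, DMEM with 1% FBS) received compound, then TGF-beta at 500 pg/mL final, and were incubated 18 hours at 37 degrees C. Viability was read by CellTiter-Glo luminescence. Media-only wells were set as complete cell-killing and DMSO as no toxicity.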
# MCF10A rerep – DNA re-replication induction in MCF 10a cells. Potency, µM (top dose mostly 46.1 µM), for the others: top-dose activity, positive = re-replication, usual class: activators. 350,000 compounds, 2.9% hits. MCF 10A DNA re-replication, Hoechst nuclear intensity, 48 h. AID 624296; further: potency means the concentration at half of the fitted maximal effect; % of control where 0% means no effect; nearly all actives have a fitted effect of over 50% in size
# IL1B secr inh – inflammasome signaling inhibition, IL-1 beta readout; THP-1 LPS/ATP IL-1B secretion, AlphaLISA, 16 h; stronger effect = lower value; activity change, % at 57.5 µM; 360,000 compounds, 4.7% hits; AID 743279; in the data active means activity change below about -50%; inconclusive means mostly about -30% to -49%; further: on the % scale 0 is the no-effect control and ±100 the full control effect
#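 THP-1 cells pretreated 1 hr with compounds (up to 57.5 uM final), then stimulated with LPS (250 ng/mL final) plus ATP (1.25 mM final); secreted IL-1B measured by AlphaLISA after 16 hr, decreased signal indicating inhibition.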
# ATXN viability – cell viability loss in ATXN counter-screen; S2 cells (HEK-293 line with an ATXN2-luciferase reporter) viability, CellTiter-Fluor protease fluorescence, 24 h; Potency, µM (top dose mostly 56.7 µM), usual class: cytotoxic; 400,000 compounds, 0.49% hits; AID 651635; further: potency means the concentration at half of the fitted maximal effect; nearly all actives have a fitted effect of over 40% in size
# HT1080 IDH1KD tx – HT-1080 IDH1 knockdown cell toxicity (counter line); HT-1080 IDH1 knockdown viability, ATP luminescence, 48 h; Potency, µM (highest dose often 46.1 µM), without a hit: at the highest dose activity, negative = toxicity, hits mostly cytotoxic; 360,000 compounds, 2% hits;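 further: potency means the concentration at half of the fitted maximal effect; 0% = DMSO wells and -100% = cell-free medium wells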
#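 Knockdown cells (IDH1KD HT-1080) received compounds 2 h after plating at 750 cells/well and were kept 48 h at 37 °C in 5% FBS RPMI. A CellTiter-Glo luminescence read gave % activity for curve fitting.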
# ATXN2 expr inh – ATXN2 expression inhibition; HEK-293 ATXN2-luciferase reporter, luminescence, 24 h; 360,000 compounds, 0.72% hits; Potency, µM (series often up to 57 µM), for inactives: top-dose activity change, negative = inhibition, actives largely listed as inhibitors; AID 1745845; further: potency means the concentration at half of the fitted maximal effect; on the % scale 0 is the no-effect control and ±100 the full control effect; nearly all actives have a fitted effect of over 55% in size
#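 qHTS (up to 57 uM final) was run with 24 h compound exposure of reporter cells at 37 °C. Each well was multiplexed: SteadyGlo luminescence measured ATXN2-luciferase expression after a fluorogenic Gly-Phe-AFC viability readout (25 uM final).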
# HT1080NT lethal – kills 2HG-producing HT-1080-NT fibrosarcoma cells; HT-1080-NT fibrosarcoma viability, CellTiter-Glo ATP luminescence, 48 h; Potency, µM (highest dose often 46.1 µM), without a hit: at the top dose activity, negative = less viability, usual class: cytotoxic; 360,000 compounds, 1.6% hits;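 further: NT is the 2HG producing partner of a matched IDH1 knockdown line; potency means the concentration at half of the fitted maximal effect; 0% = DMSO-treated cells and -100% = media-only wells without cells; nearly all actives have a fitted effect of over 55% in size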
#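 Toxicity toward the 2HG-producing NT line was scored as %Activity, normalised to DMSO and no-cell wells, from CellTiter-Glo luminescence after 48 hours' treatment.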
# SW480 rereplic – DNA re-replication induction in SW480 cells; AID 624297; 340,000 compounds, 1.8% hits; SW480 DNA re-replication, Hoechst DNA content imaging, 48 h; Potency, µM (highest dose often 46.1 µM), inactives show top-dose re-replication activation, most hits filed as activators; further: potency means the concentration at half of the fitted maximal effect; % of control where 0% means no effect; nearly all actives have a fitted effect of over 55% in size
#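 SW480 cells exposed to compounds for 48 hr at 37 C, 5% CO2, then Hoechst-stained 40 min. Nuclear DNA content imaged by fluorescence scanning (405 nm excitation, 500-530 nm emission); re-replication scored as increased high-intensity nuclei.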
# An asterisk follows results filed as active; i = inactive; ? = inconclusive; · = not tested or not shown; [ ] = another dose, or the depositor's remark. Unless noted, the call rests on the fitted dose curve; in most records, active means well fitted curve in the direction sought with a large enough effect; inconclusive means small, poorly fitted or top-dose-only effect, or another doubt; inactive means no such curve, though single readings can be large; an effect the other way counts as inactive or inconclusive.
Molecule	KB-3-1 tox	HT1080NT lethal	IL1B secr inh	HT1080 IDH1KD tx	SW480 rereplic	MCF10A rerep	ATXN viability	ATXN2 expr inh	HepG2 viability
O=C(OCc1nc2ccc(Cl)cc2n1CCO)c1ccccc1	-14%	1%	20	11%	-3%	-3%	i	0%	-16%
CCn1cc(C(=O)NC(C)C)c(=O)c2cc(F)c(N3CCN(C(=O)c4ccco4)CC3)cc21	5%	-16%	-7	-6%	3%	-1%	i	-15%	-5%
COc1ccc([N+](=O)[O-])cc1NC(=O)c1ccc(-n2nc(C)cc2C)cc1	26%	-9%	-8	-10%	7%	6%[9.22 µM]	i	-23%	8%
O=C1CN(C(=O)COC(=O)CNS(=O)(=O)/C=C/c2ccccc2)c2ccccc2N1	-1%	10%	10	11%	-96%[inhibitor]	3%	i	·	19%
CCOc1ccccc1NC(=O)c1ccc2c(c1)CCCN2S(C)(=O)=O	3%	·	·	·	·	·	i	3%	-2%
C=CCn1c(-c2cc(Cl)ccc2OC)n[nH]c1=S	-19%	0%	17	3%[9.24 µM]	-9%	0%	i	-3%	-14%
CCOC(=O)c1sc2nc(-c3cccnc3)ccc2c1N	26%	-2%	0	-7%	17%	?	·	66%[activator]	8%
COc1cc(NC(=S)NCCCO)c(OC)cc1Cl	5%	15%	-5	9%	5%	1%	i	·	-3%
O=C(CCn1c2c(c3ccccc31)CCCC2)NNC(=O)c1ccccc1[N+](=O)[O-]	20%	-12%	-3	-14%	-4%	-3%	i	12%	-24%
O=c1c2ccccc2nc(/C=C/c2c[nH]c3ccccc23)n1-c1ccc([N+](=O)[O-])cc1	-2%	0%	11	0%	-2%	0%	i	-3%	3%
CC(C)(NS(=O)(=O)OCC(Cl)(Cl)Cl)c1ccccc1	20%	0%	16	-7%	-9%	5%	i	-5%	5%
NC(=O)CSc1ncc(-c2ccccc2)[nH]1	-2%	12%	25	-7%	-4%	-4%	i	12%	2%
COC(=O)c1ccccc1NC(=O)CSc1nnc(C(C)NC(=O)c2ccc(Cl)cc2Cl)n1C (configuration not stated)	-5%	-2%	22	-4%	1%	3%	i	-1%	-7%
O=S(=O)(Nc1ccc(N2CCOCC2)cc1)c1ccccc1	1%	2%	16	5%	1%	-1%	i	-10%	-8%
O=C(Cn1cnc2ccccc21)c1ccccc1	11%	-1%	15	1%	-1%	4%	i	28%	1%

# Next part.
Molecule	KB-3-1 tox	HT1080NT lethal	IL1B secr inh	HT1080 IDH1KD tx	SW480 rereplic	MCF10A rerep	ATXN viability	ATXN2 expr inh	HepG2 viability
CCN1C(=O)CC(N2CCN(c3ccc(OC)cc3)CC2)C1=O (configuration not stated)	-1%	4%	5	12%	-17%	-183%[0.0737 µM]	i	7%	0%
COC(=O)c1ccc(NC(=O)CSc2nc3cccnc3n2C)cc1	-10%	-4%	-2	-28%	-4%	-1%	i	-2%	-28%
CCOc1ccc2[nH]c(=O)c(CN(CCCO)S(=O)(=O)c3ccc(F)cc3)cc2c1	-4%	-8%	-11	-22%	14%	?	i	1%	-22%
CCCC(=O)N1CCC(CCC(=O)NC2CC2)CC1	2%	6%	18	3%	14%	?	i	·	4%
Cc1ccc(-c2nn[nH]n2)o1	-6%	13%	-2	6%	-2%	-1%	i	4%	5%
Nc1ccc(C=Cc2ccc(N)cc2)cc1	0%	-28%	-13	?	·	·	i	-2%	-6%
C=CCNc1nc2ccccc2nc1NS(=O)(=O)c1cccc(C)c1	-16%	4%	26	2%	-25%	2%	i	·	-19%
O=C(NNC(=O)c1ccccc1Br)c1ccc(Cl)c(Cl)c1	-7%	13%	2	0%	-15%	5%	?	-3%	-9%
CCN(CC)CCNC(=O)c1ccc(-c2nc(CS(=O)(=O)c3ccc(C)cc3)c(C)o2)cc1	-23%	·	·	·	·	·	i	-15%	4%
Cc1cc(C)cc(NC(=O)C2CCCN(c3nc(C)cc(C)n3)C2)c1 (configuration not stated)	1%	1%	12	-5%	2%	11%	i	-28%	21%
COc1cc(NC2=CC(=O)CC(C)(C)C2)cc(OC)c1	3%	5%	15	8%[9.24 µM]	-2%	18%	i	5%	1%
NNC(=O)c1nc2ccccc2s1	5%	-9%	-23	-4%	·	·	i	·	-49%
CCc1c(O)nc(SCC(=O)N2CCc3cc(OC)c(OC)cc3[C@@H]2C)[nH]c1=O	0%	-2%	-2	-1%	-8%	-3%	i	3%	10%
O=C(Nc1ccc(N2CCN(C(=O)c3ccco3)CC2)cc1)c1cccs1	9%	22%	-52*	21%	-1%	0%	i	35%	3%
COc1cc(/C=C/C(=O)Nc2ccc(N3CCCCC3)c(S(=O)(=O)Nc3ccccc3Cl)c2)cc(OC)c1OC	-7%	5%	17	25%	-5%	-11%	?	4%	4%

# Continued:
Molecule	KB-3-1 tox	HT1080NT lethal	IL1B secr inh	HT1080 IDH1KD tx	SW480 rereplic	MCF10A rerep	ATXN viability	ATXN2 expr inh	HepG2 viability
CC1(C(=O)NS(=O)(=O)c2ccc(Cl)cc2)CCN1C(=O)C/C=C/c1ccccc1 (configuration not stated)	?	-13%	32	4%	·	·	i	?	-13%
COc1ccc(OC)c(C(=O)NC(CC(N)=O)c2ccc(N3CCN(c4ccccn4)CC3)c([N+](=O)[O-])c2)c1 (configuration not stated)	0%	14%	-1	4%	-13%	-14%	i	4%	-3%
CCn1c2ccc(C)cc2c2nc3cc(C(=O)O)ccc3nc21	?	-21%	-11	-23%	17%	18%	?	4%	-30%
Cc1ccc(C(=O)CSc2nnc(COc3cc(C)cc(C)c3)o2)cc1	-9%	13%	?	3%	-2%	11%	i	-17%	-39%
CN=C(Nc1cc(C)nn1CCC#N)c1ccc(F)cc1	-10%	4%	5	?	0%	-6%	i	-6%	-23%
COc1ccc(C(=O)Nc2ccccc2C(=O)NCCN2CCOCC2)cc1	15%	10%	?	4%[9.24 µM]	-1%	-4%	?	4%	-22%
Cc1ccc2cccc(NC(=O)C(F)(F)F)c2n1	4%	-1%	19	7%	-5%	1%	i	2%	8%
O=C(COC(=O)c1ccc(O)cc1)NCCCc1ccccc1	14%	-9%	?	0%	-10%	-8%	i	-19%	3%
Cc1ccc(Nc2nc(N)nc(COC(=O)C3=COCCO3)n2)cc1	-17%	1%	?	-5%	-21%	5%	i	13%	-6%
O=C(Nc1ccccn1)c1ccc(Cl)c(S(=O)(=O)N2CCc3ccccc32)c1	?	-2%	-28	-10%	-8%	20%	i	-32%	-8%
Nc1ccc(C(=O)O)cc1[N+](=O)[O-]	-6%	-1%	15	8%	-15%	-6%	i	-8%	-2%
O=C(c1ccco1)N1CCN(C(=O)c2cccn3c(=O)c4c5c(sc4nc23)CCCC5)CC1	-7%	-2%	-25	-2%	8%	14%	i	·	-17%
COc1cc(CCCN2CCNC[C@H]2Cc2ccc(O)cc2)cc(OC)c1OC	14%	-2%	4	5%	0%	-1%	i	1%	8%
O=C(Nc1ccccc1)N1CCC(=S)Nc2ccccc21	23%	1%	22	5%	-2%	1%	i	-7%	15%
CC(Cc1ccccc1)C(=O)NCc1nc2ccccc2s1 (configuration not stated)	-3%	7%	21	3%	-21%	7%	i	36%	-1%

# The results go on:
Molecule	KB-3-1 tox	HT1080NT lethal	IL1B secr inh	HT1080 IDH1KD tx	SW480 rereplic	MCF10A rerep	ATXN viability	ATXN2 expr inh	HepG2 viability
O=C(NCc1ccccc1)C1=C[C@@H](c2ccc3c(c2)OCO3)C[C@@H](OCCCCO)O1	2%	-2%	-3	-2%	-5%	1%	i	4%	-10%
Cc1nc(-c2ccc(Cl)cc2)sc1C1(C)CC(c2ccc(C#N)cc2)=NO1 (configuration not stated)	-4%	-2%	-22	-2%	0%	-1%	i	5%	-26%
COc1ccc(CNC(=O)CCC2N=C3c4ccccc4N=C(SCC(=O)NCCc4ccc(OC)c(OC)c4)N3C2=O)cc1 (configuration not stated)	9%	·	·	·	·	·	?	-9%	-6%
CCOC(=O)C(C)On1c(-c2cccc(Cl)c2)nc2ccc([N+](=O)[O-])cc21 (configuration not stated)	-15%	-23%	-17	-18%	-6%[9.22 µM]	?	i	7%	-29%
Cc1ccc(-c2noc(CN(C(=O)C(c3ccccc3)c3ccccc3)C(C)C)n2)cc1	?	0%	?	-17%	?	10%	i	-19%	6%
CCOc1ccc(N/C=C/C(=O)c2ccccc2)cc1	-6%	-9%	-10	-3%	?	3%	?	?	-31%
Fc1cnc(N2CCOCC2)nc1NCc1ccccc1	1%	-4%	38	3%	-14%	-4%	i	-5%	-13%
CSc1ncc2c(n1)-c1ccccc1N(Cc1ccc(F)cc1)S2(=O)=O	-9%	·	·	·	·	·	i	4%	-4%

# Seven compounds from above, arranged by molecular weight, falling:
Molecule	KB-3-1 tox	HT1080NT lethal	IL1B secr inh	HT1080 IDH1KD tx	SW480 rereplic	MCF10A rerep	ATXN viability	ATXN2 expr inh	HepG2 viability
COc1ccc(CNC(=O)CCC2N=C3c4ccccc4N=C(SCC(=O)NCCc4ccc(OC)c(OC)c4)N3C2=O)cc1 (configuration not stated)	9%	·	·	·	·	·	?	-9%	-6%
O=C(NCc1ccccc1)C1=C[C@@H](c2ccc3c(c2)OCO3)C[C@@H](OCCCCO)O1	2%	-2%	-3	-2%	-5%	1%	i	4%	-10%
Cc1nc(-c2ccc(Cl)cc2)sc1C1(C)CC(c2ccc(C#N)cc2)=NO1 (configuration not stated)	-4%	-2%	-22	-2%	0%	-1%	i	5%	-26%
CCOC(=O)C(C)On1c(-c2cccc(Cl)c2)nc2ccc([N+](=O)[O-])cc21 (configuration not stated)	-15%	-23%	-17	-18%	-6%[9.22 µM]	?	i	7%	-29%
CC(Cc1ccccc1)C(=O)NCc1nc2ccccc2s1 (configuration not stated)	-3%	7%	21	3%	-21%	7%	i	36%	-1%
O=C(Nc1ccccc1)N1CCC(=S)Nc2ccccc21	23%	1%	22	5%	-2%	1%	i	-7%	15%
CCOc1ccc(N/C=C/C(=O)c2ccccc2)cc1	-6%	-9%	-10	-3%	?	3%	?	?	-31%
